# RECQ1 helicase: qHTS Assay for Inhibitors of RecQ-Like Dna Helicase 1 (RECQ1). ATP-dependent DNA helicase Q1 (Homo sapiens), P46063. actives 0.54% (n = 240,000). AID 2549, 2010. Potency, µM (series often up to 57.3 µM), for the others: at the highest dose activity, negative = inhibition, actives largely listed as inhibitors. RECQ1 DNA unwinding, red fluorescence kinetic read;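 also: plate controls were vehicle for no effect and no enzyme for full effect; nearly all actives have a fitted effect of over 30% in size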
#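 50 nM RECQ1T1 preincubated 15 min with compound in Tris pH 8.0 buffer with MgCl2, DTT, Tween-20 and 2.5 ug/ml poly(dI-dC); started with 200 nM TAMRA/BHQ-2 forked duplex and 2 mM ATP. Unwinding read as fluorescence (525/598 nm), two reads 2 h apart.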
# L3MBTL1 inh: qHTS Assay for the Inhibitors of L3MBTL1 | actives 0.66% (n = 230,000) | Potency, µM (series often up to 57.1 µM), without a hit: at the top dose activity, negative = inhibition, most hits filed as inhibitors | AlphaScreen L3MBTL1–H3K9me1 peptide binding | Lethal(3)malignant brain tumor-like protein 1 (Homo sapiens), Q9Y468 | AID 485360, 2010; also: nearly all actives have a fitted effect of over 60% in size
#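 First, the protein-peptide complex forms for 30 min at room temperature (L3MBTL1 50 nM, biotinylated H3K9me1 peptide 75 nM). Next, compounds are pin-transferred and incubated 30 min. Finally, AlphaScreen beads are added and read after 30 min.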
# TRb-SRC2 inh: qHTS for Inhibitors of the Interaction of Thyroid Hormone Receptor and Steroid Receptor Coregulator 2; Thyroid hormone receptor beta (Homo sapiens), P10828; TRbeta-SRC2 peptide binding, fluorescence polarization; receptor liganded with 1 µM T3; Potency, µM (series often up to 106 µM), for the others: at the highest dose activity change, negative = inhibition, hits mostly inhibitors; actives 0.065% (n = 280,000);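 also: plate controls were bound peptide for no effect and peptide without receptor for full effect; nearly all actives have a fitted effect of over 50% in size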
# Target sequence (P10828 whole entry, looked up): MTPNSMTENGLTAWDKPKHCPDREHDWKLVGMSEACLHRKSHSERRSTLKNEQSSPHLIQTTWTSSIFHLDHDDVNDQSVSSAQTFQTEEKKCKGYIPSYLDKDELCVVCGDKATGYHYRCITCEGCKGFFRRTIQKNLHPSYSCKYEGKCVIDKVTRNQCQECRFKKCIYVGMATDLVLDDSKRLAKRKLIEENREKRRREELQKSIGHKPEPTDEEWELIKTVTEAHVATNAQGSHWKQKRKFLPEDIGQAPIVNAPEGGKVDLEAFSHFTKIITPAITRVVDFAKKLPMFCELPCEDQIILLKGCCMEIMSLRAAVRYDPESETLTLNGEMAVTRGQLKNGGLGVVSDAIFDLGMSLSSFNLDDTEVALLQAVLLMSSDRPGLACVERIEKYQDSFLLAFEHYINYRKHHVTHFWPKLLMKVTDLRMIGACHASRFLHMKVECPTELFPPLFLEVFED
#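 Human TRb LBD (0.6 uM) plus Texas Red-labeled SRC2 peptide (20 nM), 1uM T3, 5% DMSO, 5 hr at ambient temperature. Decreased polarization (555/632 nm) flags inhibition; data normalized to free and bound peptide controls.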
# TexasRed fluor: Total Fluorescence Counterscreen for Inhibitors of the Interaction of Thyroid Hormone Receptor and Steroid Receptor Coregulator 2; TRb/SRC2 Texas Red total fluorescence interference; Potency, µM (top dose mostly 106 µM), for the others: top-dose fluorescence change, negative = quenching; actives 0.29% (n = 280,000); AID 1479, 2009; active = well fitted curve in either direction with a large enough effect; inconclusive = small, poorly fitted or top-dose-only effect
#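 Human TRb ligand-binding domain at 0.6 uM with 20 nM Texas Red SRC2 peptide in Tris buffer containing 1 uM T3 and 5% DMSO, incubated with compound 5 h at ambient temperature. Total fluorescence (555/632 nm) calculated as parallel + 2 × perpendicular.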
# RGS12 GoLoco inh: qHTS Assay for Inhibitors of RGS12 GoLoco Motif Activity (Red Fluorophore) | Gai1:RGS12 GoLoco peptide FP, rhodamine, 10 min | Guanine nucleotide-binding protein G(i) subunit alpha-1 (Homo sapiens), P63096 | actives 0.44% (n = 230,000) | AID 880, 2007 | Potency, µM (series often up to 61.6 µM), for the others: top-dose activity, negative = inhibition, most hits filed as inhibitors; active = well fitted inhibition curve with a large enough effect, not every such curve was filed as active; inactive = no such curve, though single readings can be large or run the other way; also: nearly all actives have a fitted effect of over 30% in size; many of its hits are not listed in these tables
# Tau fibril ThT: qHTS for Inhibitors of Tau Fibril Formation, Thioflavin T Binding. Microtubule-associated protein tau (Homo sapiens), P10636. recombinant tau K18 P301L (four-repeat tau fragment), heparin-induced fibrillization, ThT fluorescence. Potency, µM (doses to about 57.4 µM), for inactives: top-dose activity, negative = inhibition, actives largely listed as inhibitors. actives 2.1% (n = 270,000). AID 1460, 2008; also: nearly all actives have a fitted effect of over 55% in size
# Target sequence (P10636 561-689 P618L limits assumed): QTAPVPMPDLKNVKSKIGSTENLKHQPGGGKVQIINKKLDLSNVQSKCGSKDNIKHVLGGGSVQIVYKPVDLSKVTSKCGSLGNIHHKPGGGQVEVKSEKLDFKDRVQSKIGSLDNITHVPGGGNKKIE
#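 K18 P301L tau (15 uM + 0.24 uM Alexa 594-tagged), heparin 20 uM, NaOAc pH 7, 6 h 37 C; ThT 30 uM, 1 h RT, ex 450/em 510 nm.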
# Tau fibril FP: qHTS for Inhibitors of Tau Fibril Formation, Fluorescence Polarization; actives 0.39% (n = 280,000); K18 P301L tau heparin fibrillization, Alexa594 FP, 6 h; Potency, µM (top dose mostly 57.7 µM), for the others: at the top dose activity, negative = inhibition, usual class: inhibitors; AID 1468, 2008; Microtubule-associated protein tau (Homo sapiens), P10636; also: nearly all actives have a fitted effect of over 55% in size
#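 Human tau K18 […] P301L fragment, 15 uM unlabeled plus 0.24 uM Alexa 594-labeled tau (final), with compound and 20 uM heparin in 100 mM sodium acetate pH 7; 6 hr at 37 C, then Alexa 594 FP read.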
# JMJD2E inh: qHTS Assay for Inhibitors of Human Jumonji Domain Containing 2E (JMJD2E) | Lysine-specific demethylase 4E (Homo sapiens), B2RXH2 | JMJD2E catalytic domain, FDH-coupled NADH fluorescence (FDH is formaldehyde dehydrogenase) | Potency, µM (titrated, usually from 57.1 µM), inactives show at the top dose activity change, negative = inhibition, most hits filed as inhibitors | actives 1.6% (n = 230,000) | AID 2147, 2009; active = well fitted inhibition curve with a large enough effect, not every such curve was filed as active; inconclusive = small, poorly fitted or top-dose-only effect, or another doubt; inactive = no such curve, though single readings can be large or run the other way;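 also: 0% = wells with enzyme and -100% = buffer wells without enzyme; nearly all actives have a fitted effect of over 50% in size; many of its hits are not listed in these tables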
# Target sequence (B2RXH2 1-337 limits assumed): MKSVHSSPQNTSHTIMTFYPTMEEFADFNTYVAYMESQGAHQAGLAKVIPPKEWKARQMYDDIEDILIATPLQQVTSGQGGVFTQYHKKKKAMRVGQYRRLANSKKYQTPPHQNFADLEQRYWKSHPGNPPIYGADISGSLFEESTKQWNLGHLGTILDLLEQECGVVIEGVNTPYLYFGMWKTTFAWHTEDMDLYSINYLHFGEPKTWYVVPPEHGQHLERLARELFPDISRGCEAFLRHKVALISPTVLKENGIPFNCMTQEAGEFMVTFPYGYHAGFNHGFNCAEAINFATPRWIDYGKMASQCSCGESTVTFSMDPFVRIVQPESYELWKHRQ
# Active calls of the source: *; i = inactive; ? = inconclusive; / = no result given; & = joins results of further samples; [ ] = remark or other dose. Unless noted, calls follow the shape of the dose curve; as a rule, active = well fitted curve in the direction sought with a large enough effect; inconclusive = small, poorly fitted or top-dose-only effect, or another doubt; inactive = no such curve, though single readings can be large; an effect the other way counts as inactive or inconclusive. Unless noted, % is scaled to controls: 0 for no effect and ±100 for the full control effect; potency is read from the fitted curve at half-maximal effect.
canonical_smiles | Tau fibril FP | Tau fibril ThT | JMJD2E inh | RECQ1 helicase | TexasRed fluor | TRb-SRC2 inh | RGS12 GoLoco inh | L3MBTL1 inh
O=C(COC(=O)Cc1ccccc1)Nc1ccc(SC(F)F)cc1 | -12.2% | 1.5% | -1.5% | -5.2% | 8.2% | 2.9% | -3.3% | 16.8%
CC1CN=C(Nc2ccccc2)S1 (configuration not stated) | -4.1% | 4.3% | 9.8% | 0.0% | -4.0% | -24.2% | -6.8% | -1.8%
COc1cc(/C=C2/C(=O)NC(=O)N(c3ccccc3)C2=O)ccc1O | -11.7% | ? | -9.4% | -5.6% | 0.3% | -4.5% | 2.7% | -10.1%
Cc1cccc(NC(=O)Cn2cc(C(=O)c3ccccc3)c3ccccc32)c1 | ? | -0.8% | / | / | 7.7% | 0.9% | / | /
Cc1oc(-c2cccc(Cl)c2)nc1CN1CCC(C(=O)NCCCN2CCN(c3cccc(Cl)c3)CC2)CC1 | -6.2% | ? | / | / | -2.5% | -8.9% | / | /
CC1=CC(=O)NP(=O)(Oc2ccc3ccccc3c2)N1 (configuration not stated) | 0.2% | -4.1% | -8.7% | i | -3.4% | 5.1% | 12.6µM* | 4.3%
CN(C)CCN=Cc1c(O)n(Cc2ccc3c(c2)OCO3)c(=S)[nH]c1=O | -1.9% | 0.8% | 0.5% | -3.8% | -2.1% | -6.8% | 8.6% | -3.6%
O=C(Cc1ccccc1)OCCNC(=O)c1cccnc1 | -9.2% | -7.4% | 5.0% | -4.9% | -0.7% | -0.1% | 4.9% | /
Cc1oc(-c2ccc(Cl)cc2)nc1CN1C(=O)CN=C(c2ccccc2)c2ccccc21 | 2.3% | 3.2% | / | / | 0.1% | 1.5% | / | /
O=C(NC(=O)N1CCC2(CC1)OCCO2)c1ccc(Cl)cc1 | 2.6% | -7.6% | -2.4% | 2.9% | 0.5% | -10.6% | 4.8% | 0.6%
CN1CCC2=C[C@@H](O)[C@@H]3OC(=O)c4cc5c(cc4C3C21)OCO5 (some centres not stated) | -8.6% | -9.7% | ? | i | 1.4% | 4.5% | 1.0% | /
CCOc1ccc(C(NC(=O)c2cc(OC)c(OC)c(OC)c2)c2cc(Cl)c3cccnc3c2O)cc1 (configuration not stated) | 4.5% | 4.9% | / | / | ? | -14.4% | / | /
O=C(Nc1cccc(OC(=O)N2CCOCC2)c1)N1CCOCC1 | -1.9% | -0.9% | 0.4% | i | 0.4% | -8.9% | 3.8% | /
CCCN1C2CCCC1CC(NC(C)=O)C2 (configuration not stated) | -0.7% | -8.8% | -0.8% | -7.2% | -8.3% | -4.0% | -8.9% | /
COc1ccccc1NC(=O)N1CCN(c2nnc(C)c3c(C)n(-c4ccc(Cl)cc4)nc23)CC1 | -8.6% | ? | / | / | -1.4% | -1.7% | / | /
N#CC(Br)Br | / | / | / | -4.1% | -1.0% | -6.3% | 9.2% | 11.6%
CC(C)(OO)c1ccccc1 | / | / | / | -5.2% | -0.2%[201 µM] | 8.4%[201 µM] | 8.6% | /
Cc1ccc2c(c1)=C/C(=C\c1c(O)[nH]c(=S)[nH]c1=O)C(=O)N=2 | ? | ? | ? | -11.9% | -0.9% | 1.9% | -9.0% | -12.6%
COc1cc(C(=S)N2CCOCC2)cc(OC)c1OC(=O)Cc1ccccc1 | -4.2% | ? | 3.4% | i | -2.2% | 3.2% | -6.8% | /
Cn1nc(N)c2c1N=P(N1CCOCC1)(N1CCOCC1)N=C2c1ccccc1 | -1.6% | 5.0% | 0.3% | -10.2% | -1.9% | -4.6% | -4.1% | 3.1%
Cc1ccsc1C(=O)C1CCCN(Cc2ccccc2O)C1 (configuration not stated) | 7.0% | -1.3% | -1.3% | ? | -2.8% | -1.5% | 2.5% | 6.6%
COC1=CC23CCCN2CCc2cc4c(cc2C3C1O)OCO4 (configuration not stated) | ? | 35.5µM* | ? | 17.6% | -2.0% | 2.1% | 1.4% | /
CN1CCc2cccc(Cl)c2CC1 | -10.4% | -6.6% | 9.0% | -0.6% | -4.7% | 2.5% | 1.7% | -9.3%
Cc1cccc(N2C(=O)/C(=C/c3ccc(CN(CCC#N)S(C)(=O)=O)o3)C(=O)NC2=S)c1 | ? | 25.1µM* | -21.4% | 17.8µM* | 6.6% | 4.8% | 97.6%[activator] | /
Cc1cc2c(cc(C(=O)N3CCC(C(=O)NC4CCCC4)CC3)n2Cc2c(F)cccc2Cl)o1 | 4.0% | ? | -24.2% | -1.1% | -3.0% | 0.3% | -6.7% | /
Cn1c2c(c3ccccc31)CCNCC2 | 6.8% | -7.3% | ? | -1.1% | -4.4% | -4.4% | 5.6% | /
CCCCCCOc1ccc(CN2CCN(CC)CC2)cc1 | 3.4% | -5.1% | -3.5% | 15.6% | -6.5% | 3.0% | 9.6% | /
CCC(COC(=O)NC)NC(=O)Oc1cccc(C)c1 (configuration not stated) | 0.7% | -4.6% | 4.6% | -2.9% | -6.2% | 1.2% | 0.0% | 1.4%
CC(C)(C)N1Cc2ccccc2C1=N | -12.2% | 1.8% | 2.3% | i | 0.7% | -11.9% | 17.2% | /
COc1ccc(C2=NCC(=S)Nc3ccc(Cl)cc32)cc1Cl | -9.5% | -3.9% | 8.3% | -2.3% | -1.0% | -2.9% | 5.1% | -2.1%

# Whole records, quoted from the list:
# Cc1ccsc1C(=O)C1CCCN(Cc2ccccc2O)C1 (configuration not stated) reads Tau fibril FP: 7.0%; Tau fibril ThT: -1.3%; JMJD2E inh: -1.3%; RECQ1 helicase: ?; TexasRed fluor: -2.8%; TRb-SRC2 inh: -1.5%; RGS12 GoLoco inh: 2.5%; L3MBTL1 inh: 6.6%
# Cn1c2c(c3ccccc31)CCNCC2 reads Tau fibril FP: 6.8%; Tau fibril ThT: -7.3%; JMJD2E inh: ?; RECQ1 helicase: -1.1%; TexasRed fluor: -4.4%; TRb-SRC2 inh: -4.4%; RGS12 GoLoco inh: 5.6%; L3MBTL1 inh: /

# New compounds follow.
canonical_smiles | Tau fibril FP | Tau fibril ThT | JMJD2E inh | RECQ1 helicase | TexasRed fluor | TRb-SRC2 inh | RGS12 GoLoco inh | L3MBTL1 inh
CCN(C(C)=O)c1cccc(-c2ccnc3c(C#N)cnn23)c1 | -3.0% | -9.1% | ? | 5.3% | -0.8%&-2.7% | -1.9%&-1.7% | 6.4%&9.0% | /
COc1ccccc1C1=NCc2nnc(C)n2-c2ccc(Cl)cc21 | 2.1% | 2.0% | 7.3% | -6.7% | 0.0% | 4.3% | 0.0% | 1.1%
COP(=O)(OC)Oc1ccc(C(O)C(Cl)(Cl)Cl)cc1 (configuration not stated) | -1.6% | -0.9% | -1.8% | -4.2% | 3.4% | -1.0% | 4.8% | 9.7%
Cc1cc(OC(=O)N(C)C)nc2c1c(C)nn2C | 0.4% | -11.0% | ? | -0.1% | -3.7% | / | -3.5% | -3.9%
FC(F)(F)c1ccc2c(c1)nnn2C1CCN(Cc2nnnn2Cc2ccccc2)CC1 | 4.0% | ? | -8.9% | i | -7.6% | -2.7% | -3.9% | -2.2%
COc1c(C)cc(C(=O)C2CCCN(Cc3ccccn3)C2)cc1C (configuration not stated) | 1.4% | 4.5% | -23.5% | -0.3% | -2.9% | -6.8% | 12.7% | -26.7%
Cc1occc1C(=O)N1CCC2(CC1)OCCO2 | 2.6% | -2.1% | -22.3% | -6.3% | -5.5% | -8.8% | 9.8% | -10.6%
C[C@@]12CCC(O)C[C@H]1CCC1C2CC[C@]2(C)C(=O)CCC12 (some centres not stated) | -5.0% | -15.6% | 1.1% | -7.6% | -1.2% | 2.2% | 4.1% | /
c1ccc(-c2ccccc2)cc1 | / | / | / | 0.8% | -3.4%[201 µM] | -2.1%[201 µM] | 2.7% | /
CC(C(=O)c1c[nH]c2ccccc12)N1CCOCC1 (configuration not stated) | 1.3% | / | -14.6% | -11.2% | -1.3% | 4.1% | 6.2% | /
CCCCC/C=C\C/C=C\C/C=C\C/C=C\CCCC(=O)Nc1ccc(O)cc1 | ? | ? | 6.2%&-10.0% | 7.5%&-8.2% | 0.8%&0.9% | 0.2%&6.3% | 2.2%&8.8% | /
CCCCn1c(O)c(C(CC)=NCCCN(C)C)c(=O)[nH]c1=O | 0.1% | -15.2% | 11.5% | -12.2% | -2.3% | 3.0% | 4.2% | /
Oc1ccc(Cl)cc1Cc1cc(Cl)ccc1O | ? | ? | -4.4%&-1.8% | -7.4%&-19.7% | -2.3% | 5.4% | 7.4%&1.2%&8.5%&-5.3% | -16.5%
CC(C)(CN)CC(=O)O | 1.9% | 1.2% | ? | i | -0.4% | 5.1% | -2.2% | -11.1%
COC(=O)C1C2c3ccccc3OC1(C)N=c1s/c(=C/c3cnn(C)c3C)c(=O)n12 (configuration not stated) | 5.8% | -4.9% | -11.9% | ? | -2.9% | -5.3% | 1.0% | 6.8%[11.4 µM]
CCC(C=C[C@@H]1OC(=O)C=C[C@H]1C)=C[C@H](C)CC=CC(C)=C[C@@H](C)C(=O)[C@@H](C)[C@H](O)[C@@H](C)CC(C)=CC(=O)O | 4.7%[2.34 µM] | 2.9%[2.31 µM] | / | ? | -0.4%[2.82 µM] | 0.8%[2.82 µM] | 1.8%[0.551 µM] | /
CN1C2CCC1CC(OC(=O)C1CCC(C(=O)OC3CC4CCC(C3)N4C)(c3ccccc3)c3ccccc31)C2 (configuration not stated) | -2.5% | -2.6% | -8.4% | -4.7% | -1.6% | 3.1% | 7.5% | /
CCCCn1c(O)c(C(CC)=NCc2cccnc2)c(=O)[nH]c1=O | -3.4% | ? | -3.4% | i | 0.8% | -6.2% | 3.0% | /

# An excerpt (hit frequency here may not be typical).
